Screening results deposited in PubChem by several laboratories.
GPR55 antagonists: inhibition of LPI-stimulated GPR55 beta-arrestin translocation – imaging, U2OS, beta-arrestin-GFP, LPI agonist, primary screen (AID 2013); U2OS GPR55 beta-arrestin-GFP translocation imaging, LPI antagonism; higher % means a stronger effect; inhibition, % at 10 µM; hits with a dose series show IC50 in µM; hit rate 0.13% among 290,000;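 active = spots per cell inhibited over 60%, with over 100 cells counted and total cytoplasm intensity under 500,000; inconclusive = wells with under 100 cells, flagged as likely toxic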;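 note: U2OS cells stably carrying GPR55 and arrestin-GFP stimulated by 5 µM LPI near EC80; imaged beta-arrestin-GFP aggregate spots per cell after agonist stimulation; plate controls were LPI-stimulated DMSO wells for no effect and DMSO wells without LPI for full effect; some results filed as inactive read as strong as hits; confirmed hits need IC50 under 10 µM and bright autofluorescent wells are also inconclusive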
GPR35 antagonists: inhibition of zaprinast-stimulated GPR35 beta-arrestin translocation – imaging, U2OS, beta-arrestin-GFP, zaprinast agonist, primary screen (AID 2058) | one-dose inhibition, % at 10 µM; IC50 in µM for titrated hits | hit rate 0.052% among 290,000 | U2OS GPR35 beta-arrestin-GFP translocation imaging, zaprinast antagonism; higher % means a stronger effect;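 active = inhibition of at least 50% with at least 30 cells and total cytoplasm GFP at most 10,000,000; inconclusive = under 30 cells or total GFP of 10,000,000 plus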
HIV fusion peptide: cell-free HIV fusion peptide-binding blockers – biochemical, uHTS, fluorescence dequenching, primary screen (AID 1986). cell-free peptide binding, fluorescence dequenching, 30 min; higher % means a stronger effect. inhibition, % at 20 µM, or IC50 in µM where a hit was titrated. hit rate 0.3% among 290,000; in the data active = inhibition mostly above about 52%, no sharp cut-off; inactive = mostly below about 76%; note: some results filed as inactive read as strong as hits
GPR55 beta-arrestin: selective activators of receptor GPR55 – imaging, U2OS cells, beta-arrestin-GFP redistribution, primary screen (AID 1961). U2OS GPR55 beta-arrestin-GFP redistribution imaging; higher % means a stronger effect. one-dose activation, % at 10 µM; EC50 in µM for titrated hits. hit rate 0.048% among 290,000;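 active = activation above 40% with more than 50 cells counted in the well; inconclusive = wells holding fewer than 50 cells, flagged as toxic or sparse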;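 note: U2OS osteosarcoma cells stably expressing GPR55 and beta-arrestin-GFP; plate controls were DMSO negative control for no effect and LPI positive control for full effect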
KOR beta-arrestin-1: kappa opioid receptor blockers – cell-based, luminescence, uHTS (AID 1778); inhibition, % at 10 µM, or IC50 in µM where a hit was titrated; hit rate 0.091% among 290,000; KOR beta-arrestin recruitment, luminescence, antagonist mode; higher % means a stronger effect; note: strong numbers were not always called active
Myeloid diff MLP: compounds promoting myeloid differentiation; ER-HoxA9 myeloid progenitors, lysozyme-GFP differentiation, flow cytometry; calls only at 10 µM; hit rate 1% among 360,000; AID 624256;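 active = normalized GFP-positive differentiation at or above the plate's own cutoff, the solvent-only control mean plus 3 SD; inconclusive = no clear call, values can overlap the other calls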;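 note: cells exposed to compound for four days before flow analysis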
NOD1 inhibition: NOD1 signaling inhibitors, primary screen, cell-based, luminescence, uHTS (AID 1578) | NOD1-driven NF-kB luciferase reporter cells, luminescence; higher % means a stronger effect | one-dose inhibition, % at 4 µM; EC50 in µM for titrated hits | hit rate 1% among 290,000; in the data active = inhibition mostly above about 36%, no sharp cut-off; inactive = mostly below about 34%;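 note: HEK-293T reporter cells stimulated with the NOD1 agonist gamma-tri-DAP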
NOD2 inhibition: inhibition of NOD2-driven NF-kB reporter – cell-based, luminescence, uHTS, HEK293 (AID 1566). hit rate 0.63% among 290,000. HEK293 NOD2/NF-kB luciferase reporter, luminescence; higher % means a stronger effect. one-dose inhibition, % at 4 µM; EC50 in µM for titrated hits; note: many of its hits are not listed in these tables
KOR beta-arrestin-2: kappa opioid receptor activators – cell-based, luminescence, uHTS, primary screen (AID 1777); KOR beta-arrestin recruitment, luminescence; higher % means a stronger effect; activation, % at 10 µM, or EC50 in µM where a hit was titrated; hit rate 0.02% among 280,000; in the data active = activation above about 50%, passing the limit was not always enough; note: a part of the inactive calls stands beside numbers as strong as those of hits
Myeloid diff MLP GFP+ MAC1+ %: also measured in Myeloid diff MLP; calls as there; GFP+ MAC1+ double positive, %; measured here: differentiation confirmed by MAC1 staining
Starred values were filed as active, the others as inactive; i = inactive; ? = inconclusive; . = no result given; + = active, no number; [ ] = remark or other dose. Cut-off read from the data, not from the text of the source, unless noted: active = inhibition above about 50%; inactive = the rest.

canonical_smiles,GPR55 antagonists,GPR35 antagonists,HIV fusion peptide,GPR55 beta-arrestin,KOR beta-arrestin-1,Myeloid diff MLP,Myeloid diff MLP GFP+ MAC1+ %,NOD1 inhibition,NOD2 inhibition,KOR beta-arrestin-2
CC(=O)NC(Cc1ccc(F)cc1)C(=O)NC1CCN(C(=O)Nc2cccc(C)c2)CC1 (stereo unspecified),11%,-4%,0.4%,-0.2%,-26%,i,3.1,-30%,0%,-4.4%
CC1=C(C(=O)OCc2ccccc2)C(c2ccc(C(F)(F)F)cc2)NC(=O)N1CCCCCC(=O)O (stereo unspecified),-16%,-8%,21%,-0.1%,16%,i,0.5,-23%,-34%,3.5%
CC(C)c1ccccc1OCCCN1CCCC1,3%,1%,0.5%,-0.1%,19%,i,0.6,-3%,6%,-0.8%
COc1cc(C(=O)Nc2ccc(-c3nnc(-c4ccco4)o3)cc2)cc(OC)c1OC,-2%,14%,-2.2%,0.3%,-10%,i,1.1,40%,13%,-2.9%
O=C1/C(=C/c2ccc(O)cc2)SC(=S)N1CC1CCCO1 (stereo unspecified),0%,13%,24%,0.0%,36%,i,0.4,-3%,2%,1.6%
COc1ccc(/C=N/NS(=O)(=O)c2ccccc2)cc1OS(=O)(=O)c1ccccc1,-1%,-9%,-1.4%,-0.1%,6%,i,1.3,6%,7%,1.7%
Cc1ccc(-c2nc(N)sc2CC(=O)OCC(=O)NC2CCCC(C)C2C)cc1 (stereo unspecified),4%,5%,2.5%,-0.2%,15%,i,0.3,-16%,6%,0.3%
COc1cc(CNc2ccc(O)cc2)cc(Br)c1OCc1ccccc1F,-1%,25%,10%,0.3%,-3%,i,1.4,48%,11%,-2.9%
O=C(c1cccs1)N1CCN=C1SCc1cccc(F)c1,-1%,-4%,-0.4%,-0.3%,11%,?,.,-8%,10%,5.3%
Cc1ccccc1N1CCN(S(=O)(=O)c2nnc(NC(=O)c3ccco3)s2)CC1,-5%,16%,44%,-0.2%,-25%,i,0.9,-6%,18%,8.9%
O=C(O)C1CC(=O)n2c(nc3ccccc32)S1 (stereo unspecified),3%,3%,-3.4%,-0.1%,-30%,i,1.0,9%,18%,-2.1%
COc1ccccc1N(CC(O)CN1CCCC1)S(=O)(=O)c1ccccc1 (stereo unspecified),8%,-10%,-0.1%,0.1%,8%,i,2.9,-19%,7%,-5.3%
O=C(NCc1ccc(F)cc1)c1cnn2ccccc12,9%,28%,-2.2%,0.3%,39%,i,1.1,-8%,-42%,-4.3%
COc1cccc2cc(C(=O)NCc3ccc(F)cc3)c(=N)oc12,7%,-10%,-3.1%,-0.1%,-14%,i,0.6,-2%,-4%,12%
CCn1c(SCC(=O)N/N=C/c2ccc(C)o2)nnc1-c1ccccc1,8%,5%,-1.2%,-0.3%,0%,i,2.8,13%,-21%,-3.8%
Cc1cc(C)n(-c2ccc(NC(=O)C3CCCCN3C(=O)c3ccoc3)cc2)n1 (stereo unspecified),2%,2%,1.0%,-0.1%,-5%,i,0.5,-24%,4%,4.0%
COc1ccc(CCNC(=O)C2CCN(S(=O)(=O)c3ccc(Cl)cc3)CC2)cc1OC,2%,-1%,2.3%,-0.3%,16%,i,4.9,-43%,-14%,-2.2%
Cc1ccc(OCC(=O)Nc2ccc(S(=O)(=O)N3CCCCC3)cc2)c([N+](=O)[O-])n1,5%,-10%,1.4%,-0.4%,-10%,i,0.5,-14%,7%,-5.8%
N#CNC1=NCN(Cc2ccccc2)CN1,2%,1%,0.6%,0.3%,-20%,i,0.4,6%,1%,-6.8%
Cc1cccc(/C=c2\s/c(=C\C(=O)C(C)(C)C)[nH]c2=O)c1,-5%,3%,2.9%,0.2%,9%,i,0.3,3%,-72%,9.8%
N#Cc1nc(COc2ccc(-c3ccccc3)cc2)oc1NCCCN1CCOCC1,13%,4%,-3.4%,-0.1%,-2%,i,0.9,-14%,12%,0.0%
O=C1c2ccccc2C(=O)N1CSc1nnc(Nc2ccccc2F)s1,9%,-2%,-1.4%,-0.2%,23%,i,0.3,4%,-28%,-1.4%
CCOc1cc(C(=O)NCCc2ccc(S(N)(=O)=O)cc2)cc(OCC)c1OCC,13%,-5%,-0.4%,-0.1%,10%,i,0.7,-2%,-1%,.
O=C(COc1cc([N+](=O)[O-])cc2cccnc12)NCCC1=CCCCC1,7%,2%,-2.1%,0.0%,-32%,i,1.0,-22%,5%,-0.6%
Cc1csc(Sc2ccc(C(=O)OCC(=O)Nc3ccc(F)cc3[N+](=O)[O-])cc2[N+](=O)[O-])n1,10%,16%,-0.9%,0.5%,32%,i,0.5,-10%,13%,-2.9%
CN(C(=O)c1ccco1)c1ccccc1C(=O)O,22%,28%,-0.3%,0.5%,0%[20 µM],i,0.6,14%,-13%,-0.6%
Cc1ccc(S(=O)(=O)CCc2nnc(NC(=O)C3CCCCC3)s2)cc1,6%,0%,-1.4%,-0.1%,26%,i,0.9,2%,9%,-4.7%
N#Cc1ccc(N2CCOCC2)nc1,6%,15%,1.7%,-0.2%,13%,i,0.3,-5%,10%,-5.1%
CC(=O)c1ccc(N2CCN(C(=O)c3cc(C)on3)CC2)cc1,12%,4%,-0.2%,-0.2%,-3%,i,0.8,-19%,7%,-4.8%
CCOC(=O)c1ccccc1NC(=O)Cc1ccccc1OC,11%,-3%,4.3%,0.1%,13%,i,0.5,-20%,8%,-7.1%
Cc1ccc(S(=O)(=O)N2CCC(C(=O)N3CCC[C@H]3C(=O)NCC(C)C)CC2)cc1,10%,0%,1.9%,-0.1%,-38%,i,2.4,-28%,-6%,2.9%
Cc1cc2cc(CNC(=O)c3ccc(S(=O)(=O)N4CCOCC4)cc3)ccc2[nH]1,4%,1%,-1.1%,-0.1%,15%,i,2.9,-8%,-19%,-0.7%
CCCNC(=O)C(Sc1ccccc1)c1ccccc1 (stereo unspecified),8%,4%,0.0%,-0.2%,-21%,i,0.6,7%,12%,-2.7%
Cc1ccc2c(c1)c(N=Nc1ccc([N+](=O)[O-])cc1)c(O)n2C,-3%,5%,-1.2%,-0.1%,-22%,i,0.8,-7%,-20%,-2.2%
Cc1cc(C)cc(OCCN2CCOCC2)c1,-5%,-1%,2.2%,0.6%,12%,i,0.5,-40%,-4%,0.4%
CC(C)CNC(=O)c1ccccc1N(Cc1ccccc1)S(C)(=O)=O,-4%,-5%,1.1%,-0.2%,-24%[20 µM],i,0.2,9%,6%,-3.8%
COC(=O)c1cn(NC(=O)Cc2ccc(Cl)cc2)c(=O)c2ccccc12,6%,-9%,-0.1%,-0.1%,3%,i,0.7,-5%,10%,1.2%
CCN(C(=O)c1cc2ccccc2oc1=O)c1cccc(C)c1,1%,-10%,-2.5%,-0.1%,10%,i,1.4,7%,18%,3.5%
O=C(Cn1nc(C(=O)O)c2ccccc2c1=O)Nc1ccc(Br)cc1,-7%,-1%,-2.1%,0.7%,-5%,i,0.2,42%,-22%,7.0%
Cn1c(NCc2cccs2)nc2ccccc21,16%,2%,3.7%,-0.3%,25%,i,0.4,-20%,-31%,-2.6%
CN(C(=O)c1ccccc1C(=O)OCC(=O)NCc1cccs1)C1CCCCC1,3%,-20%,-1.5%,0.1%,-14%,i,0.6,-19%,7%,-2.9%
CCS(=O)(=O)c1ccc2oc(Nc3ccccc3Cl)nc2c1,-6%,-4%,-0.9%,-0.1%,5%,i,0.0,-79%,-63%,2.1%
O=c1c(Cl)c(N2CCN(c3ccc(F)cc3)CC2)cnn1-c1nc2ccccc2s1,14%,-2%,2.5%,-0.3%,-4%,i,0.7,-32%,-44%,0.7%
CCCCC(=O)N1CCCC(C(=O)OCC)C1 (stereo unspecified),-6%,1%,2.1%,0.3%,-20%,+,2.7*,-6%,-10%,16%
COc1cccc(NC(=O)CC2C(=O)NC3CCCCC3N2C(=O)c2ccccc2)c1 (stereo unspecified),3%,8%,2.3%,-0.1%,-5%,i,0.7,-1%,7%,-0.8%
COc1ccccc1NC(=O)CN1C(=O)COc2ccc(C)cc21,-3%,19%,-0.7%,-0.3%,-30%[20 µM],i,0.6,10%,13%,-1.3%
COc1ccc(/C=N/Nc2ncnc3sc4c(c23)CCCC4)cc1OC,3%,-8%,-1.3%,0.2%,-10%,i,0.3,7%,-11%,-2.0%
O=C(N/N=C/C1=Cc2ccccc2OC1)c1ccncc1,-4%,1%,-0.2%,-0.1%,-4%,i,0.5,-14%,-8%,2.1%
Cc1coc2c(C)c3oc(=O)c(CCC(=O)N[C@@H](C)C(=O)N[C@@H](Cc4ccccc4)C(=O)O)c(C)c3cc12,5%,-8%,21%,-0.1%,2%[20 µM],i,1.3,-32%,6%,-2.9%
O=C(CS(=O)(=O)c1ccc2ccccc2c1)N1CCCCCC1,3%,1%,1.2%,-0.3%,-6%,i,0.3,-34%,-5%,-0.5%
Cc1occc1C(=O)n1nnc2ccccc21,-10%,0%,-0.4%,-0.1%,-100%,.,.,-18%,7%,11%
O=C1c2ccccc2S(=O)(=O)N1CC1CC(c2ccccc2)=NO1 (stereo unspecified),7%,8%,-3.1%,-0.4%,12%,i,0.6,-41%,-57%,6.8%
COc1ccccc1N1CCN(C(=O)c2sc3nc(-c4ccccc4)cn3c2C)CC1,-1%,-3%,4.5%,-0.3%,42%,i,3.8,-4%,-16%,-1.6%
C=CCn1c(C(C)NC(=O)COC)nc2ccccc21 (stereo unspecified),5%,-1%,-1.5%,-0.1%,4%,i,4.0,-11%,6%,-4.2%
O=C(O)CCCCCN1C(=O)c2ccc(C(=O)O)cc2C1=O,15%,13%,0.2%,0.1%,14%,i,6.3,-9%,12%,-1.3%
Cc1ccc(-n2cc(CNC(C)c3cnn(C)c3)c(-c3ccc(F)cc3)n2)cc1 (stereo unspecified),5%,-3%,-1.9%,0.2%,-13%[20 µM],i,0.2,-21%,9%,.
Cn1c(C(=O)N2CCC(C(=O)N3CCOCC3)CC2)cc2sccc21,11%,1%,1.4%,0.3%,-34%,i,2.6,-23%,-4%,-1.9%
CCn1c(SCC(=O)c2ccc3c(c2)OCCO3)nnc1-c1ccco1,1%,3%,0.5%,-0.1%,21%,i,0.5,-14%,17%,-1.2%

Only part of the results is shown; count on the stated rates, not on these rows.
